Bioassay records (PubChem BioAssay)
Cl transport mod: modulates chloride dependent transport by human KCC2. Q9H2X9. B-score of Tl+ flux slope (higher = more flux/activation; lower = inhibition) at 10 µM. actives 2.2% (n = 190,000). KCC2 cells, thallium flux FluoZin-2 fluorescence;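 active = thallium flux slope and its plate-corrected score both differing from the plate sample mean at a set confidence after two filtering rounds, in either direction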;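 note: slope of fluorescence scaled to starting intensity during 10 to 20 s after thallium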
EBV gp42 inh: EBV gp42 inhibition | Fluorescence polarization binding assay, mP read-out | inhibition, % (tested at 21.74 µM) | actives 0.42% (n = 220,000); in the data active = inhibition above about 50%
Target sequence (Q1HVG2 whole entry, looked up): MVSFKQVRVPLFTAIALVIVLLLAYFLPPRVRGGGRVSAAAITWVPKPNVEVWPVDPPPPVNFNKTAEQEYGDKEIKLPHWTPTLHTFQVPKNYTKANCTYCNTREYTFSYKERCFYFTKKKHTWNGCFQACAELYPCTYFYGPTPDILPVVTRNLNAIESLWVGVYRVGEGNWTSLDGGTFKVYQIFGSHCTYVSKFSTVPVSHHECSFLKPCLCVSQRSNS
Furin inh: human furin inhibition; P09958; purified furin, fluorogenic substrate cleavage; inhibition, % at 30 µM; actives 0.061% (n = 220,000); AID 463115; in the data active = inhibition above about 25%; note: inactives centre near -15
Target sequence (P09958 108-714 limits assumed): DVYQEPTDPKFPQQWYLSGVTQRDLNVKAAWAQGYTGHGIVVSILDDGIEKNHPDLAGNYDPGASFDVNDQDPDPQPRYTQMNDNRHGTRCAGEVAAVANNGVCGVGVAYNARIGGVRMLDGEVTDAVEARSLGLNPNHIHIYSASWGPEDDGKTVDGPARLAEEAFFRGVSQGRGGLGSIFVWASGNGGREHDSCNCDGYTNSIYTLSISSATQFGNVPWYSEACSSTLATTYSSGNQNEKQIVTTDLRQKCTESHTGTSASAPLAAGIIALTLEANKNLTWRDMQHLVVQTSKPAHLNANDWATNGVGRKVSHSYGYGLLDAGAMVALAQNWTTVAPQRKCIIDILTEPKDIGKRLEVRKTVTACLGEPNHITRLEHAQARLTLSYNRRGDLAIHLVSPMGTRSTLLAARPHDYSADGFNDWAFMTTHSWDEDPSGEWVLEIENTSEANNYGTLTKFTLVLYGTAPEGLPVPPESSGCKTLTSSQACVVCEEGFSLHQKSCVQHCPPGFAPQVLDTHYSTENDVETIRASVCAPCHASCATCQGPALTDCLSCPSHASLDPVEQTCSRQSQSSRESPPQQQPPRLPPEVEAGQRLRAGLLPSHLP
thrombin 1536: inhibitors of human thrombin; P00734; alpha-thrombin, Boc-VPR-AMC fluorogenic substrate cleavage; inhibition, % at 5 µM; actives 0.26% (n = 220,000); AID 1046;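 active = inhibition at or above 40%; inactive = inhibition below 40%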;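 note: 0% = enzyme with no compound and 100% = wells without enzyme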
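Material: human alpha-thrombin protein. Incubation: reaction at ambient temperature. Technique: fluorescence of released AMC, ex 355 nm, em 460 nm. Control set: no-compound enzyme wells and no-enzyme blanks. Also added: Boc-VPR-AMC substrate, 15 µM final. Buffer or medium: pH 7.5 Tris (50 mM) with NaCl 150 mM, Tween 20 0.05%.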
zfTRPN1 agonist: activates the zebrafish TRPN1 channel; HEK293 zebrafish TRPN1-YFP, Fluo-8 calcium fluorescence; 100% = response to 87 µM carbachol; activation, % at 3 µM; actives 0.18% (n = 220,000); AID 1424;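 active = activation above its plate's cutoff, the mean activation of test wells on that plate plus 3 SD, cut at about 19% in these data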;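 note: 0% = DMSO alone and 100% = 87 µM carbachol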
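Control set: carbachol 87 µM as high control, DMSO as low control; system: HEK293 stable line with zebrafish TRPN1-YFP; read-out: % activation versus carbachol response; detection: intracellular calcium fluorescence with Fluo-8; doses: single test compound dose, 3 µM nominal, 0.3% DMSO; schedule: dye 1 h 37 °C plus 30 min RT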
TbHK1 inh: T. brucei hexokinase 1 inhibition | recombinant TbHK1, G6PDH-coupled NADH A340 | inhibition, % at 10 µM | actives 0.11% (n = 220,000);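 active = inhibition of 50% or more in the single-dose primary screen; inactive = inhibition below 50%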
TRPML3 ag: agonists of human TRPML3 channel. actives 0.29% (n = 220,000). Q8TDD5. HEK293 TRPML3-YFP, Fluo-8 calcium fluorescence; 100% = the carbachol control signal. activation, % at 3 µM;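 active = activation above its plate's cutoff, the mean activation of the plate's test wells plus 3 SD, cut at about 12% in these data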;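 note: 0% = DMSO only wells and 100% = carbachol wells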
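Test system: TRPML3-YFP stable HEK293 cells. Doses: single point at 3 µM. Incubation: dye loading 1 h 37 °C then 30 min ambient, 125 s read. Signal: Fluo-8 calcium dye fluorescence, ex 470-495, em 515-575 nm. Measure: percent activation from peak-to-basal fluorescence ratio, scaled between DMSO and carbachol.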
PPC-1+TRAIL kill: compounds killing PPC-1 cancer cells with TRAIL present (potentiator screen, no TRAIL-free arm); PPC-1 cells + TRAIL, ATPLite viability luminescence; cell killing (% activity), % at 4 µM; actives 0.41% (n = 220,000); AID 1443;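 active = cell killing above 50% in the first pass at 4 µM, then a duplicate retest at 5 µM averaging 50% or more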;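 note: plate controls were cells with TRAIL plus DMSO for no effect and medium-only wells lacking cells for full effect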
m-calpain inh: inhibitors of pig calpain II. actives 0.37% (n = 220,000). inhibition, % at 16 µM. purified calpain II, fluorogenic peptide substrate, 30 min. AID 1236;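 active = inhibition above about 50%, limit read from the data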
* marks the source's active call; other numbers are inactive results; i = inactive; . = no result given; [ ] = dose if it differs, or a comment.

SMILES	Cl transport mod	EBV gp42 inh	Furin inh	thrombin 1536	zfTRPN1 agonist	TbHK1 inh	TRPML3 ag	PPC-1+TRAIL kill	m-calpain inh
S=c1[nH]nc(-c2ccc(Cl)cc2)n1/N=C/c1ccco1	21*	-10	-18	-4	-2.2	0	-0.8	-3	-2
Cc1ccc(C(=O)N2CCC(C(=O)NCc3cccnc3)CC2)cc1	0.45	-18	-12[20 µM]	0	1.4	-2	0.8	18	-2
COc1ccc(OC)c(C2C3CN(C(C)C)CC=C3C(C#N)=C(N)C2(C#N)C#N)c1 (stereo not drawn)	.	49	-10	-5	2.1	-2	2.5	-3	-8
CCOC(=O)c1sc2ccccc2c1OC(=O)c1ccccc1OC	0.079	-9	-15	-4	0.7	-4	0.4	-4	-34
CCC1SC(CC)C(=O)N(CC(=O)NCc2ccc(F)cc2)C1=O (stereo not drawn)	-0.9	13	-14	-1	0.5	0	-0.4	2	-2
Cc1ccccc1-c1nn(-c2ccc(F)cc2F)cc1CNCCCN(C)C	2.1	-2	-22	0	0.5	4	0.6	25	23
NS(=O)(=O)c1ccc(CCNC(=O)/C=C/c2cccc([N+](=O)[O-])c2)cc1	-0.13	-2	-17	-4	1.0	1	1.6	17	-5
N/C(=N\OC(=O)Cc1ccccc1[N+](=O)[O-])c1ccccn1	0.86	-5	-21	3	-1.9	-1	-0.5	24	13
Cc1ccc(C(=O)CCC(=O)Nc2cccc(C(F)(F)F)c2)cc1C	2.3	.	-7[20 µM]	.	-0.2	1	-0.1	.	.
O=C1NCCN1CCNS(=O)(=O)c1ccc(F)c(Cl)c1	-0.063	-8	-15	-3	0.6	0	0.7	14	-25
CCC(=O)N1CCN(c2ccc(NC(=O)c3c(F)c(F)c(OC)c(F)c3F)cc2)CC1	.	-16	-12[20 µM]	2	0.4	-2	0.6	2	-2
Nc1ccc(-c2cc(N)n(-c3ccccc3)n2)cc1	.	-8	-19	-1	-1.9	-3	0.0	22	-13
COc1ccccc1NC(=O)N1CCN(S(C)(=O)=O)CC1	1.1	-7	-14	-1	0.8	-4	0.5	9	3
CC(C)Cc1csc(NC(=O)c2ccc(F)cc2)c1C(=O)O	0.24	-14	-9	-14	3.4	-1	1.5	-8	7
O=C(COc1cccc2cccnc12)Nc1ccccc1N1CCOCC1	-5.6*	-12	-17	0	-0.8	2	0.1	.	-9
O=C(NC(NNc1ccc([N+](=O)[O-])cc1)(C(F)(F)F)C(F)(F)F)c1ccccc1Cl	-0.1	16	-15[20 µM]	2	-1.0	-14	0.7	3	12
CN1CCN(c2ccc([N+](=O)[O-])cc2/C=N/NC(=O)c2ccc(F)cc2)CC1	-1.5	-7	-3[20 µM]	5	0.1	-29	0.5	-34	-7
CCOc1ccc(NC(=S)NC(=O)c2c(Cl)cnn2CC)c([N+](=O)[O-])c1	19*	-5	-25	-10	-0.8	-4	0.9	26	-1
CC#CCCC(=O)N1C=Cc2ccccc2C1C#N (stereo not drawn)	.	-14	-11	-2	1.7	1	1.3	13	-21
CCCCc1ccc(NC(=S)Nc2ccc(Cl)c(S(=O)(=O)N(C)C)c2)cc1	0.29	3	-3	-12	0.8	22	0.9	4	18
CCc1cc2c(CN3CCN(C)CC3)cc(=O)oc2cc1O	.	-9	-44	-5	2.0	-21	1.0	8	i
NNC(=O)COc1ncn(-c2ccccc2)n1	0.73	-18	-8[20 µM]	-1	-1.2	-3	0.8	35	-6
Cc1ccccc1OCC(=O)N/N=C/c1ccccn1	0.35	-6	-23	-4	1.4	-6	0.5	0	10
CC1(C)SC(=S)N(NC(=O)Nc2cccc3ccccc23)C1N(O)C(=O)Nc1ccccc1 (stereo not drawn)	0.75	-7	-23	-5	0.4	4	0.7	-14	-42

Copied from the list.
thrombin 1536, CCc1cc2c(CN3CCN(C)CC3)cc(=O)oc2cc1O is entered as -5
Furin inh, CCOC(=O)c1sc2ccccc2c1OC(=O)c1ccccc1OC is entered as -15
zfTRPN1 agonist, Cc1ccccc1-c1nn(-c2ccc(F)cc2F)cc1CNCCCN(C)C is entered as 0.5
EBV gp42 inh, S=c1[nH]nc(-c2ccc(Cl)cc2)n1/N=C/c1ccco1 is entered as -10
PPC-1+TRAIL kill, Cc1ccccc1OCC(=O)N/N=C/c1ccccn1 is entered as 0
m-calpain inh, NNC(=O)COc1ncn(-c2ccccc2)n1 is entered as -6
TbHK1 inh, COc1ccc(OC)c(C2C3CN(C(C)C)CC=C3C(C#N)=C(N)C2(C#N)C#N)c1 (stereo not drawn) is entered as -2

New compounds follow:
SMILES	Cl transport mod	EBV gp42 inh	Furin inh	thrombin 1536	zfTRPN1 agonist	TbHK1 inh	TRPML3 ag	PPC-1+TRAIL kill	m-calpain inh
O/N=C/c1ccnc(SCc2ccc(Cl)cc2)n1	-0.062	-2	-23	-1	-1.8	-6	-0.5	-1	4
COc1ccc(-n2c(-c3cccc(C)c3[N+](=O)[O-])n[nH]c2=S)cc1	0.0042	-1	-21[20 µM]	-13	-0.2	-2	-0.3	7	-16
O=c1[nH]c2cccnc2n(CCNc2ncc(C(F)(F)F)cc2Cl)c1=O	.	-9	-9	1	-0.4	-15	-0.2	18	-9
Cc1ccc(C(=O)N2CCOCC2)c(F)c1F	0.68	-10	-14	1	1.4	-2	0.5	20	-17
CC(=O)c1ccc(N=c2scc(C)n2C(C)C)cc1	-1.2	-10	-24	-3	-1.5	-6	-0.7	-8	44
Cc1noc(C)c1C(c1ccccc1)c1ccccc1	0.51	-6	9[20 µM]	5	-1.4	-6	0.1	20	12
O=[N+]([O-])c1ccc(N2CCOCC2)c(S(=O)(=O)N2CCOCC2)c1	-0.079	9	-3	1	0.2	-5	-0.1	23	30
CCCc1n[nH]c(=S)n1Cc1ccco1	1.7	-10	-20	1	-0.5	-8	0.3	16	17
CCCn1nnc(NC(=O)Cc2ccccc2)n1	0.4	-13	-18[20 µM]	5	0.3	-2	0.8	-6	6
COc1cc(=O)[nH]c(=O)n1CC(=O)c1ccccc1	-1.3	-9	-17[20 µM]	-4	0.7	0	0.7	-5	8
CCn1c(SCC(=O)N/N=C/c2ccccc2OCC(=O)O)nnc1-c1ccc(C)cc1	1.6	-6	-24	-2	-0.8	-26	-0.1	4	-21
Nc1ncccc1OCc1cccc(C(F)(F)F)c1	-1.5	-3	-22	0	1.2	-2	0.1	22	10
CC1=CC(=C2N=C(c3ccccc3)OC2=O)C=C(C)O1	.	-55	-29	2	-0.2	0	0.2	-21	26
NS(=O)(=O)c1ccc(NC(=O)c2ccc(COc3ccccc3)o2)cc1	0.36	-5	-22	4	5.6	1	2.9	28	23
C=C(C)C(=O)Nc1cccc(C2=NOC3(C2)C[C@@H](C(N)=O)N(C(=O)/C(C)=C/C)C3)c1 (stereo partly drawn)	0.29	-14	-20	-8	.	7	.	-16	-8
Cc1noc(C)c1S(=O)(=O)Nc1ccc(C(=O)N2CCc3ccccc3C2)cc1	-1.2	-10	-22	-5	0.7	3	1.6	25	-2
CN(C)CCNC(=O)C(=O)C1C(=O)Nc2ccccc21 (stereo not drawn)	.	-8	-3	-1	0.8	-9	0.3	-24	21
O=C(N(c1ccccc1)c1ccccc1)N(c1ccccc1)c1ccccc1	-1.7	-11	-15	-2	0.0	0	-0.3	19	16
CN(c1ccccc1C(=O)Nc1cccc(Cl)c1Cl)S(C)(=O)=O	-0.11	5	-11[20 µM]	-3	-0.2	1	0.3	20	8
CCOC(=O)C(CC)Sc1ncnc2nc[nH]c12 (stereo not drawn)	-0.1	-9	-16[20 µM]	-1	1.9	-2	-0.2	11	-20
Cc1ccccc1NC(=O)C(=O)NCCCN1CCOCC1	-0.22	5	-34	2	1.2	6	0.9	22	-23
CC(Sc1nnc(N)s1)c1ccccc1Cl (stereo not drawn)	.	-16	-18	-2	0.0	1	0.3	10	-8
O=C1c2ccccc2C(=O)N1c1cccnc1	0.76	-17	-12[20 µM]	4	0.4	0	1.6	-7	-2
CCOC(=O)c1ccc(NC(=S)NCCCN2CCCC2=O)cc1	1.9	-9	-22	13	4.9	-5	3.5	.	-25
CN(C)Cc1cc(C(C)(C)c2cc(CN(C)C)c(O)c(CN(C)C)c2)cc(CN(C)C)c1O	0.59	-2	-24	1	2.8	-3	0.9	26	2
CCCCN1C(=O)C2ON(c3ccccc3C)C(c3ccco3)C2C1=O (stereo not drawn)	0.37	7	-4	-10	-0.7	10	0.3	10	-13
COC(=O)CN1C(=O)N(c2ccccc2)C(N(O)C(=O)Nc2ccccc2)C1(C)C (stereo not drawn)	0.78	139*	-9	0	0.1	-1	1.1	20	-39
O=C1CSC(c2cccc(Cl)c2Cl)N1c1ccccn1 (stereo not drawn)	-0.72	-31	-9	-4	-3.6	39	-1.0	3	21
O=C(Cc1ccc(Cl)cc1)Nc1ccc2c(c1)C(=O)NC2=O	0.44	-8	-35	-11	1.6	-3	0.8	2	-72
CC(C)(C)c1ccc(C(=O)NNC(=O)c2ccc(Cl)cc2)cc1	-0.72	-6	-29	-3	-0.4	-5	0.7	9	-4
COc1ccc(Cl)cc1NC(=O)C/C(C)=N/NC(=O)CC#N	.	-4	-12[20 µM]	3	0.1	-1	-0.3	19	-19
CCc1nc2ccccc2c(C(=O)OCC(=O)Nc2cccc(S(=O)(=O)NC3=NCCCCC3)c2)c1C	-2.9	-28	-15	-4	0.8	-12	0.4	15	-7
Cc1ccccc1OCc1nc2ccccc2c(=O)n1/N=C/c1ccco1	-0.4	3	-32[20 µM]	-1	-0.5	-8	0.1	-10	24
O=C(Cn1cnc2ccccc2c1=O)NCC(=O)N1CCN(Cc2ccc3c(c2)OCO3)CC1	0.81	-18	-14	-3	4.2	-3	0.4	-15	-1
Cc1ccc(Nc2nc(-c3ccncc3)nc3ccccc23)cc1	-0.36	-12	-13	3	0.1	-20	0.2	6	-40

Rewritten field by field: part of the list above
CN(C)Cc1cc(C(C)(C)c2cc(CN(C)C)c(O)c(CN(C)C)c2)cc(CN(C)C)c1O
  Cl transport mod: 0.59
  EBV gp42 inh: -2
  Furin inh: -24
  thrombin 1536: 1
  zfTRPN1 agonist: 2.8
  TbHK1 inh: -3
  TRPML3 ag: 0.9
  PPC-1+TRAIL kill: 26
  m-calpain inh: 2

CCCCN1C(=O)C2ON(c3ccccc3C)C(c3ccco3)C2C1=O (stereo not drawn)
  Cl transport mod: 0.37
  EBV gp42 inh: 7
  Furin inh: -4
  thrombin 1536: -10
  zfTRPN1 agonist: -0.7
  TbHK1 inh: 10
  TRPML3 ag: 0.3
  PPC-1+TRAIL kill: 10
  m-calpain inh: -13

COC(=O)CN1C(=O)N(c2ccccc2)C(N(O)C(=O)Nc2ccccc2)C1(C)C (stereo not drawn)
  Cl transport mod: 0.78
  EBV gp42 inh: 139*
  Furin inh: -9
  thrombin 1536: 0
  zfTRPN1 agonist: 0.1
  TbHK1 inh: -1
  TRPML3 ag: 1.1
  PPC-1+TRAIL kill: 20
  m-calpain inh: -39

O=C1CSC(c2cccc(Cl)c2Cl)N1c1ccccn1 (stereo not drawn)
  Cl transport mod: -0.72
  EBV gp42 inh: -31
  Furin inh: -9
  thrombin 1536: -4
  zfTRPN1 agonist: -3.6
  TbHK1 inh: 39
  TRPML3 ag: -1.0
  PPC-1+TRAIL kill: 3
  m-calpain inh: 21
